Pf Dd2 growth = Plasmodium falciparum Dd2 growth inhibition; P. falciparum Dd2 growth, SYBR Green, 72 h; Potency, µM (titrated, usually from 28.9 µM), inactives show at the top dose activity, negative = inhibition, usual class: inhibitors; 120,000 tested, 4.3% active; AID 1347417; active = well fitted inhibition curve with a large enough effect; inconclusive = small, poorly fitted or top-dose-only effect; inactive = no such curve, though single readings can be large or run the other way;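 also: plate controls were DMSO vehicle for no effect and reference drug for full effect; nearly all actives have a fitted effect of over 65% in size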
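Infected erythrocytes (Dd2, 0.3% parasitemia, 2.5% hematocrit final) are added to compound in RPMI-1640/Albumax II medium, grown 72 h at 37C in low oxygen, then lysed with saponin/Triton-X containing SYBR Green and read by fluorescence.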
Starred values were filed as active, the others as inactive; i = inactive; ? = inconclusive; [ ] = dose if it differs, or a comment. Potency is read from the fitted curve at half-maximal effect.

SMILES | Pf Dd2 growth
COc1ccc(C2=C(C)C(=O)N(Cc3ccc(C(=O)Nc4cc(C)ccc4C)cc3)S2(=O)=O)cc1 | i
Cc1c(Cl)cccc1-n1ncc(C(=O)N2CCN(c3ncccn3)CC2)c1C1CCN(C(=O)OC(C)(C)C)CC1 | i
Cc1ccc(CN2C(=O)NC3(CCCN(C(=O)c4cc(F)ccc4F)C3)C2=O)cc1 (stereo unspecified) | -19.9%
CC1C(=O)Nc2ccc(S(=O)(=O)N3CCCCC3)cc2NC1=O (stereo unspecified) | 38.9%[activator]
CCOc1ccc(CC(=O)NC2CCN(c3cc(-c4ccccc4)[nH]n3)C2)cc1OCC (stereo unspecified) | 7.94µM*
CNC(=O)C1CCc2ncc(-c3ccsc3)n2C1 (stereo unspecified) | 3.2%
CN1C(=O)CC[C@]2(C(=O)NCC3CCCCC3)CCCC[C@@H]12 | 6.6%
CC(=O)N1CCC2(C1)N=C(c1ccccn1)C(=O)N2 (stereo unspecified) | 42.9%[activator][44.1 µM]
N#Cc1ccc(C(=O)N2CCCCC2c2nc(CCOCC3CCOCC3)no2)cc1 (stereo unspecified) | i
O=c1n(-c2ccc(C(F)(F)F)cc2)nc2n1CCN(Cc1cccnc1)C2 | ?
Cn1c(=O)c2sccc2n2c(CCC(=O)N3CCN(c4cccc(Cl)c4)CC3)nnc12 | -0.8%
CCN1CCN(Cc2nc3cc(NC(=O)c4cccc([N+](=O)[O-])c4)ccc3n2CC)CC1 | 7.94µM*
O=C(CSc1nc(O)c(C/C=C/c2ccccc2)c(=O)[nH]1)Nc1cccc(F)c1 | 7.9%
O[C@@H]1C[C@@H](c2nnc3n2CCN(Cc2ccc4c(c2)CCO4)C3)N(Cc2cccnc2)C1 | i
Cn1nccc1C(=O)NCC1Cc2cc(-c3cccc(OC(F)(F)F)c3)ccc2O1 (stereo unspecified) | ?
CN(C)CCNC(=O)C(C)(C)Oc1nn(CCOc2ccccc2)c2ccccc12 | i
Cc1ccc(C)c(NC(=O)CSc2nncn3c2cc2sccc23)c1 | 20.3%
COc1cccc(CN2CCCC3(CCN(C(=O)c4cccnc4)C3)C2=O)c1OC (stereo unspecified) | 5.5%
CCOC(=O)c1cc2c(=O)n3ccccc3nc2n(CC2CCCO2)c1=NC(=O)c1cccc(C)c1 (stereo unspecified) | ?
O=C(c1ccc(Br)cc1)N1CCN(CCc2ccncc2)CC1 | ?
Cc1ccccc1CS(=O)(=O)Cc1ccc(C(=O)NCCc2ccccc2)o1 | 3.8%
COc1ccc(N2CCN(c3ccc(-c4nc(-c5ccccc5C)no4)cc3[N+](=O)[O-])CC2)cc1 | 17.5%
Cc1ccc2nc([C@H]3CCN(C(=O)C4CC4)C3)[nH]c2c1 | i
CN(Cc1ccon1)C(=O)C1CCN(C(=O)C2CCC2)CC1 | 6.0%
COCc1cn(C[C@H]2C[C@@H](NC(=O)Nc3cccnc3)[C@H](O)[C@@H]2O)nn1 | -7.5%[44.1 µM]
COCc1nc(C2CCCN(C(=O)c3ccoc3)C2)no1 (stereo unspecified) | 28.2%
COC[C@@H]1CN(C(=O)c2cc(OC)cc(OC)c2)C[C@H]1C(N)=O | -9.2%
COc1ccc(O[C@H]2COCCN(C(=O)N3CCOCC3)C2)cc1 | -8.4%[44.1 µM]
CC(=O)N(Cc1cccnc1)c1nc2cc(C)cc(C)c2s1 | ?
COCCN1C(=O)c2ccccc2C(C(=O)Nc2cc(C)ccn2)C12CCCCC2 (stereo unspecified) | 12.6µM*
CC(C)CS(=O)(=O)N[C@H](C)c1onc(-c2ccc(Cl)cc2)c1C(=O)O | 8.0%[44.1 µM]
c1cc(-c2ccsc2)n2nc(C3CCCO3)nc2n1 (stereo unspecified) | -9.9%
O=C1OCCCN1C1CCN([S+](=O)([O-])c2ccccc2)CC1 | 19.6%
COCCNC(=O)c1cc(-c2ccc(OC)cc2)nc2c1c(C1CCCN1)nn2C (stereo unspecified) | ?
CNC(=O)C(C)(C)N1CCC[C@H]1C(=O)NCCN1CCCCC1 | 23.8%[44.1 µM]
O=C(COc1cccnc1)N[C@@H]1[C@@H]2CCO[C@@H]2[C@@H]1C1CCCC1 | -4.7%
COc1ccc(-c2ccccc2NC(=O)C2CCCN(Cc3ccc(F)c(F)c3)C2)cc1 (stereo unspecified) | ?
O=C(NCc1ccc(F)cc1)c1nc2sccn2c1Br | ?
COc1ccc(-n2c(/C=C/c3ccccc3F)nc3cc(OC)c(OC)cc3c2=O)cc1Cl | -26.4%
COC(=O)CCNC(=O)C1CN(S(=O)(=O)c2ccccc2)CC12CCCCC2 (stereo unspecified) | -15.8%

A stretch from the list above, as a working copy:
SMILES | Pf Dd2 growth
Cc1ccccc1CS(=O)(=O)Cc1ccc(C(=O)NCCc2ccccc2)o1 | 3.8%
COc1ccc(N2CCN(c3ccc(-c4nc(-c5ccccc5C)no4)cc3[N+](=O)[O-])CC2)cc1 | 17.5%
Cc1ccc2nc([C@H]3CCN(C(=O)C4CC4)C3)[nH]c2c1 | i
CN(Cc1ccon1)C(=O)C1CCN(C(=O)C2CCC2)CC1 | 6.0%
COCc1cn(C[C@H]2C[C@@H](NC(=O)Nc3cccnc3)[C@H](O)[C@@H]2O)nn1 | -7.5%[44.1 µM]

The list continues.
SMILES | Pf Dd2 growth
COCCNC(=O)NC[C@H]1O[C@@H]2C[C@@H](CC(=O)N3CCC(F)(F)C3)O[C@@H]2[C@@H]1O | 1.4%[44.1 µM]
O=C1CS(=O)C2(CCN(S(=O)(=O)Cc3ccccc3F)CC2)N1CC1CC1 (stereo unspecified) | ?
CC(C)N1CCN(C(=O)CCC2CCN(S(=O)(=O)c3ccccc3)CC2)CC1 | i
O=C(c1c(F)cccc1F)N1CCCC2(C1)NC(=O)N(Cc1ccccc1)C2=O (stereo unspecified) | -4.7%
COc1ccc(CNC(=O)c2noc(-c3ccc4c(c3)OCO4)n2)cc1 | ?
Cn1cccc1CN1CCCN(S(=O)(=O)c2ccccc2)CCC(=O)NCC1 | -28.5%
Cc1ccc(CNC(=O)CC2CCCN(c3cnn(C)c(=O)c3)C2)cc1 (stereo unspecified) | 4.6%
O=C(NCC1CC1)c1nc2c(o1)CCN(Cc1cccc(O)c1)CC2 | i
Cc1ccc(C(=O)n2nc(-c3ccco3)nc2NCc2cccs2)cc1 | 48.7%[activator]
COc1cccc(CNC(=O)CCC(=O)N2CC3CCCN3c3ccccc32)c1 (stereo unspecified) | -24.4%
OCC#Cc1ccc(CN2CCC3(CCNCC3)C2)cc1 | 1.7%
CCCCc1nn(CC(=O)N2CCCC2c2c(C)noc2C)c(=O)n1CC (stereo unspecified) | 11.9%
CCCSc1nc2sc3c(c2c(=O)n1-c1ccc(C)c(Cl)c1)CCN(C(C)=O)C3 | i
Cc1csc2nc(COC(=O)c3ccc(NC(=O)C(C)Oc4ccccc4)cc3)cc(=O)n12 (stereo unspecified) | 25.0%
O=C(Cc1ccsc1)N1CCC2(CC1)N=C(c1ccccc1)NO2 | i
CCn1ccnc1CN(C)C(=O)c1cc(COc2ccccc2F)[nH]n1 | -5.1%
O=C(Cn1ccn2nc(-c3ccccc3)c(CO)c2c1=O)Nc1ccc(F)cc1F | -18.3%
CN(C)C(=O)C1CN(C(=O)c2cccc(Br)c2)CC12CCOCC2 (stereo unspecified) | 2.8%
Cn1c(CN2CCOCC2)nnc1C1CCCN(S(=O)(=O)C2CC2)C1 (stereo unspecified) | -12.7%
CNC(=O)[C@@H](c1ccc(Cl)cc1)N1CCC[C@H]1C(=O)NC(C)C | -15.6%[44.1 µM]

Quoted at random: two records from the list
SMILES | Pf Dd2 growth
COCCNC(=O)NC[C@H]1O[C@@H]2C[C@@H](CC(=O)N3CCC(F)(F)C3)O[C@@H]2[C@@H]1O | 1.4%[44.1 µM]
CCCCc1nn(CC(=O)N2CCCC2c2c(C)noc2C)c(=O)n1CC (stereo unspecified) | 11.9%

Following part:
SMILES | Pf Dd2 growth
Cc1cccc(-c2noc(CCCC(=O)N3CCC4(CC(=O)NC4=O)C3)n2)c1 (stereo unspecified) | -12.2%
CCOc1ccc(-c2nc(C3CC(=O)N(c4ccc(Cl)cc4)C3)no2)cc1OCC (stereo unspecified) | 1.7%
Cc1ccc(NC(=O)c2ccc(NC(=O)N3CCSc4nc(C)cc(C)c43)cc2)c(Cl)c1 | 5.3%
CC(C)NC(=O)N1CCC2(CC1)CN(C(=O)Cc1c[nH]c3ccccc13)CCO2 | 3.3%
CC(C)CCNC(=O)C(=O)Nc1c2c(nn1-c1ccccc1)CS(=O)(=O)C2 | -6.3%
Cc1noc(-c2ccc(-c3noc(-c4ccc(F)cc4)n3)cc2)n1 | 16.4%
OC1CCC(NCc2ccc(-c3cnc4c(OCc5ccccc5)nccn34)cc2)CC1 (stereo unspecified) | ?
COc1ccc(OC)c(S(=O)(=O)NC[C@H]2C[C@@H]3CCN2C[C@@H]3c2cc(-c3ccc4ccccc4c3)nn2C)c1 | i
COc1ccc(-c2cc([C@H]3CN4CC[C@H]3C[C@@H]4CNC(=O)c3cccs3)n(C)n2)cc1 | -6.9%
O=C(c1cc2c(s1)-c1ccccc1OC2)N1CCN(c2ccccc2F)CC1 | i[5.79 µM]
Cc1nc(NCc2csc(-c3cnccn3)n2)cc(C2CC(O)C2)n1 (stereo unspecified) | -26.5%
Cn1cccc1C(=O)NC1CCN(c2cc(-c3ccccc3)[nH]n2)CC1 | i
O=C1N(C2CCOCC2)CCCC12CCN(c1ccc(Cl)cn1)C2 (stereo unspecified) | 1.5%
Cc1ccc(CN2CCCn3nc(C(=O)NCc4ccc(OC(C)C)cc4)cc3C2=O)cc1 | 15.1%
COc1cc(C(=O)NC[C@H]2C[C@@H]3CCN2C[C@@H]3c2cc(-c3ccco3)nc(C)n2)cc(OC)c1OC | ?
CCC(=O)N1CCc2c(C(=O)Nc3ccc(C)cc3)cccc21 | -15.0%
Cc1cc(C)cc(OCC(=O)Nc2cccc3cccnc23)c1 | 5.4%
Cc1cccc(CN2CC[C@@H]3OCC(=O)N(Cc4ccccc4)[C@H]3CC2)c1 | ?
O=C(CC1CCOC2(CCN(Cc3cccc(F)c3)CC2)C1)NC1CC1 (stereo unspecified) | -8.1%
C[S+](=O)([O-])N1CCCC(c2nn(-c3ccc(F)cc3)c(=O)[nH]2)C1 (stereo unspecified) | -2.5%

Grouped by structure, the compounds so far containing a nitro group on carbon (2)
SMILES | Pf Dd2 growth
CCN1CCN(Cc2nc3cc(NC(=O)c4cccc([N+](=O)[O-])c4)ccc3n2CC)CC1 | 7.94µM*
COc1ccc(N2CCN(c3ccc(-c4nc(-c5ccccc5C)no4)cc3[N+](=O)[O-])CC2)cc1 | 17.5%

Next entries follow:
SMILES | Pf Dd2 growth
O=C(CCc1ccccc1)N1CC2CC(C1)[C@H]1CCCC(=O)N1C2 (stereo partly specified) | -1.0%
CC(=O)N1CCc2nc(C)nc(-c3ccc(Cl)cc3)c2CC1 | 20.3%[44.1 µM]
COc1ccc(OC)c(CCNC(=O)c2cnn(-c3ccccc3Cl)c2C2CCN(C(=O)OC(C)(C)C)CC2)c1 | 7.94µM*
CCOC(=O)c1c(S(=O)(=O)N2CCC(C(=O)NCc3cccc(C)c3)CC2)c(C)n(C)c1C | 5.3%
O=C(NCC1CCCO1)c1csc(N2CCN(c3ccc(Cl)cc3)CC2)n1 (stereo unspecified) | -15.7%
Cc1cnc(C(=O)N2CCCC(c3nnc(Cn4cccn4)n3C)C2)cn1 (stereo unspecified) | 17.4%
CCN(CC)[C@H]1[C@@H]2OC[C@@H](O2)[C@@H](NC(=O)Nc2ccc(OC)cc2)[C@@H]1O | -24.7%[44.1 µM]
CCN(Cc1ccccc1)C(=O)Cn1c(=O)n(-c2ccc(F)c(Cl)c2)c(=O)c2sc3ccccc3c21 | -0.6%
CNC(=O)C1(N2CCC[C@H]2C(=O)N(C)CCN(C)C)CCC1 | -1.6%[44.1 µM]
CCCC1C=CCN1C(=O)c1cc(-c2ccncc2)nc2ccccc12 (stereo unspecified) | ?
CCC1(C(=O)NCCN2CCOCC2)CCCCC(=O)N1 (stereo unspecified) | -24.4%
O=C1NCCN1C1CCN(Cc2ccccc2)CC1 | -3.9%[44.1 µM]
Cc1ccc(CC(=O)NCCc2noc(C3CC3)n2)cc1 | 24.8%
Cc1nc(C)c(-c2ccc(SCC(=O)Nc3ccc(F)c(F)c3)nn2)s1 | -20.5%
CCOc1ccc(C(=O)c2cn(Cc3cccc(OC)c3)c3cc4c(cc3c2=O)OCO4)cc1 | -27.1%
CC[C@H]1CN2CC[C@H]1C[C@@H]2CNC(=O)CSCC(=O)O | 6.7%[44.1 µM]
COc1ncccc1-c1cn(C)c(=O)n2cc(CNc3ccccc3)nc12 | -20.3%[44.1 µM]
COCC(=O)N1CCCC(c2noc(COc3ccccc3)n2)C1 (stereo unspecified) | i
CN1CCCCCC(O)c2cc(C(=O)NC3CCCCC3)ccc21 (stereo unspecified) | i
O=C(c1ccccc1)N1CCN(Cc2ccc(=O)n(CC3CC3)c2)CC1 | -0.3%
COc1ccc(NC(=O)C2=C(C)Nc3nc(SC)nn3C2c2cc(OC)ccc2OC)cc1 (stereo unspecified) | 31.0%[activator]
O=C(c1cnc(Cc2c(Cl)cccc2Cl)[nH]c1=O)N1CCCCC1 | -2.4%
O=C1N(Cc2ccc(F)c(F)c2)CCCC12CCN(c1nc3ccccc3o1)C2 (stereo unspecified) | ?
C[C@@H]1CN(CC(=O)NCCc2ccc(F)cc2)CC[C@@]1(O)C1CC1 | ?
Cc1ccsc1C(=O)N1C[C@@H](Oc2cccnc2)C[C@@H]1C(=O)N1CCOCC1 | ?
O=C(c1cccnc1)N1CCC2(CC1)C(=O)NN=C2c1ccccn1 | 7.5%[44.1 µM]
CCC(C)NC(=O)C1COC2(CCN(C(=O)c3cccc(C)c3)CC2)N1C(=O)c1ccc(OC)cc1 (stereo unspecified) | i
Cc1cc(-c2ccc(S(=O)(=O)Nc3cccc(C(F)(F)F)c3)s2)on1 | 1.5%
O=C1c2c(nc(COc3ccc4c(c3)OCO4)n2Cc2ccccc2)NCCN1CCOc1ccccc1 | i

Screening results: PubChem BioAssay, National Center for Advancing Translational Sciences (NCATS)

Not all compounds are listed. The share of hits here may be higher or lower than overall.
